# eIF4E-4G inh – inhibitors of eIF4E and eIF4G interaction in translation initiation; P63073+Q04637; TR-FRET eIF4E-eIF4GI(517-606) binding, 2 h; inhibition, % at 21.7 µM; actives 0.37% (n = 220,000); AID 782;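 active = inhibition above about 30%, limit read from the data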;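 also: 0% = full FRET control wells and 100% = background wells lacking eIF4GI fragment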
# PGE2 EP2 inh – EP2 receptor (human) inhibition | inhibition, % at 25 µM | P43116 | actives 0.52% (n = 260,000) | AID 1422 | C6 glioma cells expressing human EP2, cAMP TR-FRET; cells stimulated with saturating PGE2;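 active = percent inhibition above 40 after rounding to a whole number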;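 also: rat C6 glioma host cells with rolipram phosphodiesterase inhibitor present; the protocol text gives 20 µM as final concentration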
# Rad51 HR inh – blocks human Rad51 in homologous recombination | inhibition, % at 10 µM | hRad51 DNA strand exchange, fluorescence dequenching | actives 0.085% (n = 200,000);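 active = inhibition above 40% at the single screening dose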;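 also: 0% = DMSO control wells and 100% = blanks with heterologous ssDNA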
# Target sequence (Q06609 whole entry, looked up): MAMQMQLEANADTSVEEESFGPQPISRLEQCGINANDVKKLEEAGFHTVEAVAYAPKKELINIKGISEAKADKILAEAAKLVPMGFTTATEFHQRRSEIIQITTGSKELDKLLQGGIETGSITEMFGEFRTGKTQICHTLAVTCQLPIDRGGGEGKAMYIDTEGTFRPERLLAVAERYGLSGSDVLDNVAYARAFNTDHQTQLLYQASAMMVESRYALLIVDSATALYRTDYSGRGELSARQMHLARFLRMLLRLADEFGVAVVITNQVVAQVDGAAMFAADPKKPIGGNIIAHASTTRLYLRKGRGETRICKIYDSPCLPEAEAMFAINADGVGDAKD
#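 Test system – preformed human Rad51 ssDNA filaments · Reagent – Donor/quencher-labelled 47-bp dsDNA substrate · Incubation – 37 °C 15-min filament assembly, 30-min compound preincubation, 15-min exchange · Signal – FRET fluorescence dequenching, excitation 485 nm, emission 520 nm · Read-out – percent inhibition from fluorescence, normalised to plate control and blank means · Benchmarks – plate control and blank wells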
# EP2 modulator – modulators of human EP2 prostaglandin E2 receptor; P43116; EP2-expressing cells, cAMP HTRF FRET, PGE2 co-stimulation; induction, % at 25 µM; actives 0.83% (n = 260,000); AID 940;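 active = compounds whose cAMP rise, as percent of the full-agonist control response, exceeds 60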;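 also: rat C6 glioma line stably carrying human EP2 under a CMV promoter; the protocol text gives 20 µM as final concentration; 100% = response of wells given 1 µM PGE2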
# 14-3-3 Bad PPI – disrupts binding of bovine 14-3-3 zeta to phospho-Bad peptide. AID 781. actives 0.71% (n = 220,000). inhibition, % at 21.7 µM. TR-FRET 14-3-3zeta/Dy647-pBad peptide displacement, 1 h. P63103;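 active = inhibition above about 70%, limit read from the data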;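 also: 0% = full 14-3-3 plus peptide FRET controls and 100% = background without 14-3-3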
# zVAD death inh – L929 zVAD cell death inhibition; L929 zVAD necroptosis rescue, ATP luminescence, 24 h; with zVAD 60 µM; viability rescue, % at 10 µM; actives 0.38% (n = 220,000);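 active = activation, scaled between plate controls, above about 75%, limit read from the data; inactive = activation under that limit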;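 also: 0% = zVAD with DMSO and 100% = DMSO alone without zVAD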
# Tb hexokinase – T. brucei hexokinase 1 inhibition. inhibition, % at 10 µM. recombinant TbHK1, G6PDH-coupled NADH A340. AID 1430. actives 0.11% (n = 220,000);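 active = inhibition of 50% or more in the single-dose primary screen; inactive = inhibition below 50%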
# Hck-Nef inh – blocks Nef-activated human Hck kinase; P08631; AID 463187; inhibition, % at 20 µM; Recombinant Hck-YEEI plus Nef, Z-Lyte FRET kinase assay; actives 0.68% (n = 220,000);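 active = Hck-Nef kinase inhibition above about 50%, limit read from the data; inactive = inhibition below that limit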;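 also: 0% = DMSO with Hck plus Nef and 100% = Hck alone without Nef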
# Target sequence (P08631 whole entry, looked up): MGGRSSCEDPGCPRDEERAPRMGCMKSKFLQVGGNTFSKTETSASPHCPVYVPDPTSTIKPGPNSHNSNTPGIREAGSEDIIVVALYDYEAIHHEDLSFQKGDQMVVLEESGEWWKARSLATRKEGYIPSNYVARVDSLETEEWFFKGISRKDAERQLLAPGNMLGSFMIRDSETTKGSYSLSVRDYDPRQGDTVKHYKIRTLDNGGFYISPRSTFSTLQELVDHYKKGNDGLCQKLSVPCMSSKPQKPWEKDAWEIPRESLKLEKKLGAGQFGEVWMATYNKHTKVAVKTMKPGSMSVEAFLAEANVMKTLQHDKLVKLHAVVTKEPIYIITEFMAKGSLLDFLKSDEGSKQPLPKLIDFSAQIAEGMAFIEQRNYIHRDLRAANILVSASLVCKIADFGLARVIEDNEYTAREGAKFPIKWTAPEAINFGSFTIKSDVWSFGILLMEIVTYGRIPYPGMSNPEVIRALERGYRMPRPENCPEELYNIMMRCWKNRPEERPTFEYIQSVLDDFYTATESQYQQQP
# Calpain2 inh – inhibitors of pig calpain II; actives 0.37% (n = 220,000); inhibition, % at 16 µM; AID 1236; purified calpain II, fluorogenic peptide substrate, 30 min;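 active = inhibition above about 50%, limit read from the data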
# Starred values were filed as active, the others as inactive; . = no result given; & = joins results of further samples; [ ] = another dose, or the depositor's remark. Some of the compounds tested; the hit share may differ from the screen's.
1) CN1C(=O)c2cccc(NCCCCCCN3C(=O)c4ccccc4C3=O)c2C1=O
2) Cc1cccc(NC(=O)c2ccccc2OCC(=O)c2ccc(F)cc2)c1
3) C=CCNC(=S)N1CCN(c2ccc([N+](=O)[O-])cc2)CC1
4) Cc1c(/C=N/n2cnnc2)c2ccccc2n1C
5) Cc1ccc(OCc2nnc(SCC(=O)CC(=O)Nc3ccccc3)o2)cc1
6) CCCCCCCCNC1=CC(=O)CC(C)(C)C1
7) Nc1ccc(C(=O)O)c(O)c1
8) Clc1ccccc1OCc1nnc(-c2ccccc2)o1

Compound	1	2	3	4	5	6	7	8
eIF4E-4G inh	-1	-10	3[fluorescence artefact?]	-1[fluorescence artefact?]	0	-3	-1&-3&2	0
PGE2 EP2 inh	17	11	8	11	7	9	5&21&11	4
Rad51 HR inh	.	.	1	-7	-2	-2	30&20&-6	8
EP2 modulator	-19	34	3	-16	-8	12	7&16&23&20	-11
14-3-3 Bad PPI	2[fluorescence artefact?]	-22	-6	71*[fluorescence artefact?]	-7	-3	-12&-5&3	-6
zVAD death inh	0.2	0.2	0.4	2.6	-0.1	0.4	0.4&1.8&1.9	-0.2
Tb hexokinase	-12	19	-5	-42	-5	-2	-1&0&1	1
Hck-Nef inh	0	1	3	3	1	1	20&4&2	20
Calpain2 inh	-37	1	26	8	-2	25	-41&1&13	14

9) C(#CCN1CCOCC1)COCCOC(c1ccccc1)c1ccccc1
10) COc1ccccc1Cn1c(/C=C/c2ccccc2)nc2ccccc21
11) CCOc1cc(C(=O)N2CCc3cc(OC)c(OC)cc3C2)ccc1OC(F)F
12) CC(=O)c1ccc(N2CCN(S(=O)(=O)c3cccc4nonc34)CC2)cc1
13) COc1cccc(/C=C2\SC(=O)N(CCC(=O)NNC(=O)c3cccc(Cl)c3)C2=O)c1
14) O=C(CSc1ncccc1C(=O)O)c1ccccc1
15) CC(C)OC(=O)c1ccc(NC(=O)c2ccccc2)cc1
16) COC(=O)c1cn(NC(=O)c2ccc([N+](=O)[O-])cc2Cl)c(=O)c2ccccc12

Compound	9	10	11	12	13	14	15	16
eIF4E-4G inh	-4	-1	1	1	0	3	2	-1
PGE2 EP2 inh	5	4	4	13	0	7	6	1
Rad51 HR inh	-4	4	-5	6	9	-4	.	-8
EP2 modulator	12	19	-12	-40	-2	-10	-24	18
14-3-3 Bad PPI	-18	10[fluorescence artefact?]	11	-18	34[fluorescence artefact?]	-9[fluorescence artefact?]	16	4
zVAD death inh	-0.4	-0.2	1.2	0.1	-0.7	0.0	2.4	-0.2
Tb hexokinase	-8	-12	-6	-28	-7	0	0	3
Hck-Nef inh	-3	-2	-1	9	7	1	-7	-17
Calpain2 inh	16	-41	8	-19	9	-11	31	26

17) FC(F)(F)c1nc2ccccc2[nH]1
18) CC(=O)c1cccc(NC(=O)c2cc(-n3cnnc3)ccc2Cl)c1
19) COc1cccc(/C=N/Nc2nc3ccccc3n3cnnc23)c1O
20) CCC1CCCCN1C(=O)CSc1nc(N)c(NC(=O)c2ccc(OC)c(OC)c2)c(=O)[nH]1 (stereo not given)
21) COc1cc(C(=O)O/N=C2\C=CC(=O)C(C)=C2)cc(OC)c1OC
22) O=C(CCCN1C(=O)/C(=C\c2cccc(Br)c2)SC1=S)Nc1cccnc1
23) O=C(c1cccn(Cc2ccc(Cl)c(Cl)c2)c1=O)N1CCOCC1
24) Cc1ccc2nsnc2c1NC(=O)c1sc2ccccc2c1Cl

Compound	17	18	19	20	21	22	23	24
eIF4E-4G inh	6	-4[fluorescence artefact?]	3	-2	1	10	2	-2
PGE2 EP2 inh	7	7	18	9	7	10	5	16
Rad51 HR inh	19	-23	-3	3	3	11	5	6
EP2 modulator	-13	25	-9	17	-44	-62	26	23
14-3-3 Bad PPI	1	-5	13	4[fluorescence artefact?]	-6	30	7	6
zVAD death inh	-0.3	-0.8	9.2	1.8	3.0	1.3	-0.2	0.8
Tb hexokinase	4	4	-12	-3	-13	-5	0	-1
Hck-Nef inh	14	15	0	2	0	-14	1	1
Calpain2 inh	1	3	16	-5	13	37	-13	-52

25) Cc1onc(-c2ccccc2)c1C(=O)Nc1nc(-c2ccccc2)cs1
26) Cc1cc(C)cc(N2CC(O)=C(c3nc4ccccc4c(=O)[nH]3)C2=N)c1
27) Cc1ccc(C)c(NC(=S)N(C2CCCCC2)C(C)c2cccnc2)c1 (stereo not given)
28) CCOC(=O)C1(CCOc2ccccc2)CCN(Cc2cccc3c2OCO3)CC1
29) COc1ccc(CN(C)C(=O)CCl)cc1
30) CC(C)COc1ccc(-c2cc(C(=O)NN)[nH]n2)cc1
31) COc1cc(S(=O)(=O)Nc2ccc(C)cc2)ccc1N=Cc1c(C)c(C#N)c(=O)n(C)c1O
32) Cc1nc(-c2cccc(Cl)c2)n[nH]1

Compound	25	26	27	28	29	30	31	32
eIF4E-4G inh	-54[fluorescence artefact?]	13	-4	5	0	2	5	1
PGE2 EP2 inh	8	10&8	4	1	7	6	4	6
Rad51 HR inh	-2	-44	1	14	5	9	7	17
EP2 modulator	3	-91&-86	7	2	-18	-6	12	11
14-3-3 Bad PPI	-43[fluorescence artefact?]	77*	-5	-5	-4	5[fluorescence artefact?]	-4	-1
zVAD death inh	-0.2	1.3	-0.3	2.5	2.6	1.1	0.1	0.9
Tb hexokinase	-10	-6	1	1	-8	-1	-6	-4
Hck-Nef inh	0	22	0	17	21	1	15	14
Calpain2 inh	-26	-131	3	13	-5	7	3	-19

33) N#CC(C#N)=C1C(=O)N(CCN2CCOCC2)c2ccccc21
34) COc1ccc(CCNc2cc(C)nc3c(-c4ccc(Cl)cc4)cnn23)cc1OC
35) CCNC(=O)COC(=O)c1cccc(Br)c1
36) CC1=CC(C)C2(COC(=O)Nc3ccccc3)COC(C)C1C2C (stereo not given)
37) Cn1cccc1/C=C1\SC(=S)N(NC(=O)c2ccccc2)C1=O
38) CCOC(=O)C1CCCN(C(=O)c2ccc(Cl)cc2)C1 (stereo not given)
39) O=C(NCCC1=CCCCC1)N[C@@H](Cc1ccccc1)C(=O)O
40) NNC(=O)c1cc2cc3ccccc3nc2s1

Compound	33	34	35	36	37	38	39	40
eIF4E-4G inh	1	-3[fluorescence artefact?]	-7	2	2	0	-5	-5
PGE2 EP2 inh	7	11	3	10	6	12	12	9
Rad51 HR inh	0	-5	-2	3	-51	8	7	21
EP2 modulator	-65	-2	17	8	5	-23	19	-3
14-3-3 Bad PPI	-8	-7	6	-9	-1	-5	2	-11
zVAD death inh	86*	1.8	0.7	68	0.1	2.3	0.2	2.0
Tb hexokinase	-4	-22	-4	-2	-8	2	-3	-17
Hck-Nef inh	5	3	24	19	0	2	1	5
Calpain2 inh	-24	-87	26	-18	20	-17	20	7

41) CCC(C)(C)NC(=O)C(c1ccc(C)cc1)N(CC1CCCO1)C(=O)CNC(=O)c1cccs1 (stereo not given)
42) CCOC(=O)c1c(C)[nH]c(C)c1C(=O)CSc1nc2ccccc2c(=O)n1-c1ccc(F)cc1
43) COc1ccc(CCNC(=O)CSc2nnc(-c3cccc(C)c3)o2)cc1OC
44) Cc1cc(-n2c(C)cc(C(=O)CSc3nnnn3-c3ccccc3)c2C)no1
45) CCCCn1nc(C(=O)OCC(=O)Nc2sccc2C(N)=O)c2ccccc2c1=O
46) Nc1ccc2oc(-c3ccccn3)nc2c1
47) O=C(CCS(=O)(=O)Cc1ccccc1F)N1CCc2ccccc2C1
48) Cc1noc(C)c1C(=O)N1CCc2ccccc2C1

Compound	41	42	43	44	45	46	47	48
eIF4E-4G inh	-10	-1	0	-5	1	5	2	-4[fluorescence artefact?]
PGE2 EP2 inh	16	4	10&13	7	3	8	.	13
Rad51 HR inh	1	.	-1	-4	-8	-7	.	4
EP2 modulator	10	-24	15&-48	28	-22	19	19	-10
14-3-3 Bad PPI	5	-11	6	21	-2	-2	1	5[fluorescence artefact?]
zVAD death inh	-0.7	-0.2	0.6	0.4	-0.8	0.4	0.8	-0.6
Tb hexokinase	-7	-5	10	4	6	-21	0	0
Hck-Nef inh	0	4	3	2	-22	-1	0	3
Calpain2 inh	38	-73	-6	2	6	-4	-8	20

# Among those listed so far, these contain a nitro group on carbon:
3) C=CCNC(=S)N1CCN(c2ccc([N+](=O)[O-])cc2)CC1
16) COC(=O)c1cn(NC(=O)c2ccc([N+](=O)[O-])cc2Cl)c(=O)c2ccccc12

Compound	3	16
eIF4E-4G inh	3[fluorescence artefact?]	-1
PGE2 EP2 inh	8	1
Rad51 HR inh	1	-8
EP2 modulator	3	18
14-3-3 Bad PPI	-6	4
zVAD death inh	0.4	-0.2
Tb hexokinase	-5	3
Hck-Nef inh	3	-17
Calpain2 inh	26	26

# In the list so far, 4 have a thiophene ring, fused or not.
24) Cc1ccc2nsnc2c1NC(=O)c1sc2ccccc2c1Cl
40) NNC(=O)c1cc2cc3ccccc3nc2s1
41) CCC(C)(C)NC(=O)C(c1ccc(C)cc1)N(CC1CCCO1)C(=O)CNC(=O)c1cccs1 (stereo not given)
45) CCCCn1nc(C(=O)OCC(=O)Nc2sccc2C(N)=O)c2ccccc2c1=O

Compound	24	40	41	45
eIF4E-4G inh	-2	-5	-10	1
PGE2 EP2 inh	16	9	16	3
Rad51 HR inh	6	21	1	-8
EP2 modulator	23	-3	10	-22
14-3-3 Bad PPI	6	-11	5	-2
zVAD death inh	0.8	2.0	-0.7	-0.8
Tb hexokinase	-1	-17	-7	6
Hck-Nef inh	1	5	0	-22
Calpain2 inh	-52	7	38	6

# The list goes on.
49) CCOC(=O)C1CCCN(C(=O)C(C)Oc2ccc(Cl)cc2Cl)C1 (stereo not given)
50) NS(=O)(=O)c1ccc(CCNC(=O)COC(=O)CCSc2ccc(Cl)cc2)cc1
51) Fc1ccccc1OCC1CCCN(Cc2nc(CC3CC3)no2)C1 (stereo not given)
52) Cc1ccc(C)c(N2CCN(CC(=O)Nc3ccc([N+](=O)[O-])cc3C(=O)Nc3ccccc3F)CC2)c1

Compound	49	50	51	52
eIF4E-4G inh	-2	0[fluorescence artefact?]	2	1
PGE2 EP2 inh	5	2	9	-1
Rad51 HR inh	.	.	-54	0
EP2 modulator	16	-29	-21	54
14-3-3 Bad PPI	4[fluorescence artefact?]	8[fluorescence artefact?]	-6	5
zVAD death inh	-0.4	1.3	-0.6	-0.1
Tb hexokinase	1	-3	4	-27
Hck-Nef inh	0	2	17	0
Calpain2 inh	2	8	-14	-6

# One compound at a time, from the list above:
# CCC1CCCCN1C(=O)CSc1nc(N)c(NC(=O)c2ccc(OC)c(OC)c2)c(=O)[nH]1 (stereo not given) as listed: eIF4E-4G inh: -2; PGE2 EP2 inh: 9; Rad51 HR inh: 3; EP2 modulator: 17; 14-3-3 Bad PPI: 4[fluorescence artefact?]; zVAD death inh: 1.8; Tb hexokinase: -3; Hck-Nef inh: 2; Calpain2 inh: -5
# CCOC(=O)C1CCCN(C(=O)C(C)Oc2ccc(Cl)cc2Cl)C1 (stereo not given) as listed: eIF4E-4G inh: -2; PGE2 EP2 inh: 5; Rad51 HR inh: .; EP2 modulator: 16; 14-3-3 Bad PPI: 4[fluorescence artefact?]; zVAD death inh: -0.4; Tb hexokinase: 1; Hck-Nef inh: 0; Calpain2 inh: 2
